Assay outcomes as filed in PubChem.
RORgamma inh – inhibitors of mouse ROR gamma transcriptional activity. P51450. Drosophila S2 Gal4-RORgamma UAS-luciferase reporter, 20 h. Potency, µM (titrated, usually from 53.6 µM), for inactives: top-dose activity change, negative = inhibition, usual class: inhibitors. 310,000 compounds, 5.4% hits; note: potency is the fitted concentration of half-maximal effect; % is set by controls: 0 for no effect and ±100 for the full control effect; nearly all actives have a fitted effect of over 60% in size
Target sequence (P51450 whole entry, looked up, the tested form may be a part): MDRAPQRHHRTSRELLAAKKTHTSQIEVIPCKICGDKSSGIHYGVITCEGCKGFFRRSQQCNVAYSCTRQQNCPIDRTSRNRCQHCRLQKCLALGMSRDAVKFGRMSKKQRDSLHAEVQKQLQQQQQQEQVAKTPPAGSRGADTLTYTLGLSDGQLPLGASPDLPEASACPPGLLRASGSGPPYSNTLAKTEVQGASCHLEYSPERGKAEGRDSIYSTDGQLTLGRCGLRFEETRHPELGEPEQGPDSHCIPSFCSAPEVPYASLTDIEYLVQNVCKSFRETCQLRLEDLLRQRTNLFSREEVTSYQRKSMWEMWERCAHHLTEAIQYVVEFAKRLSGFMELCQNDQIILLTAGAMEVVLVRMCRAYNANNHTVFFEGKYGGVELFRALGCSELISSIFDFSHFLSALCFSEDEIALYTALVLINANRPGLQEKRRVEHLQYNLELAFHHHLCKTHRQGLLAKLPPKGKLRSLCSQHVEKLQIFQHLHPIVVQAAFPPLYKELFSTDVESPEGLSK
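In this cell-based reporter format, copper sulfate (700 uM final) drives Gal4–ROR gamma fusion expression from a metallothionein promoter in Drosophila Schneider cells; compounds preincubated 1 hr, reporter read after 20 hr at ambient temperature.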
ELG1 genotox – induces genotoxicity in HEK293T cells with luciferase-tagged ELG1. 330,000 compounds, 1.3% hits. HEK293T ELG1-luciferase reporter, luminescence, 16 h. Potency, µM (highest dose often 46 µM), without a hit: at the top dose activity change, positive = activation, actives largely listed as activators; note: potency is the fitted concentration of half-maximal effect; % of control where 0% means no effect; nearly all actives have a fitted effect of over 60% in size
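After overnight (16 hr) compound treatment at 37 °C, ELG1-luciferase HEK293T cells were lysed with ONE-Glo; luminescence quantified 30 min later at room temperature.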
KCNH2 3.1 block – KCNH2 3.1 (human) potassium channel inhibition | U2OS KCNH2 3.1, thallium flux FluxOr; stronger effect = lower value | activity change, % (tested at about 1.8 µM) | 340,000 compounds, 0.95% hits | AID 720553;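 active = maximum activity change below -70%; inconclusive = maximum activity change from -70% to -50%; inactive = maximum activity change above -50%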;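 note: thallium influx rate constant from kinetic fluorescence after stimulation buffer; % is set by controls: 0 for no effect and ±100 for the full control effect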
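Kinetic fluorescence (2 min after stimulation buffer) measures Tl+ influx through KCNH2 3.1 expressed by viral transduction in U2OS cells; the rate constant is normalized against DMSO controls serving as positive and negative references.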
FBPA coupling cs – coupling enzyme interference in Giardia aldolase counter-screen; activity change, negative = inhibition, % at 58.2 µM, hits read low; AID 2472; coupling enzyme system counterscreen, AmpLite Red fluorescence; 290,000 compounds, 0.67% hits; in the data active = activity change below about -30%; note: % is set by controls: 0 for no effect and ±100 for the full control effect
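Counterscreen lacking aldolase: glyceraldehyde-3-phosphate coupling-enzyme reagent preincubated 10 min at RT with compound (at 57.5 uM final), then substrate/coupling system with AmpLite Red added; fluorescence read at 525/598 nm after 20 min RT.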
Giardia killer – kills Giardia lamblia. activity change, % at 7.66 µM, hits read low. Giardia lamblia trophozoite viability. 340,000 compounds, 0.15% hits. AID 540267; in the data active = activity change below about -80%; inconclusive = between about -30% and that limit;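 note: parasites exposed to compound for two days anaerobically before the ATP read; % is set by controls: 0 for no effect and ±100 for the full control effect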
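Giardia trophozoites, 100 cells per well, were exposed to compounds for 48 hrs at 37 deg C under anaerobic conditions; viability was then read as ATP content by bioluminescence after 15-30 min at room temperature.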
Tb PFK inh – blocks T. brucei phosphofructokinase | T. brucei PFK, ADP-Glo luminescence | Potency, µM (doses to about 57.5 µM), without a hit: at the top dose activity, negative = inhibition, actives largely listed as inhibitors | 330,000 compounds, 0.17% hits;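 note: potency is the fitted concentration of half-maximal effect; 0% = uninhibited 1x PFK enzyme wells and -100% = no-enzyme wells; nearly all actives have a fitted effect of over 60% in size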
Target sequence (O15648 whole entry, looked up): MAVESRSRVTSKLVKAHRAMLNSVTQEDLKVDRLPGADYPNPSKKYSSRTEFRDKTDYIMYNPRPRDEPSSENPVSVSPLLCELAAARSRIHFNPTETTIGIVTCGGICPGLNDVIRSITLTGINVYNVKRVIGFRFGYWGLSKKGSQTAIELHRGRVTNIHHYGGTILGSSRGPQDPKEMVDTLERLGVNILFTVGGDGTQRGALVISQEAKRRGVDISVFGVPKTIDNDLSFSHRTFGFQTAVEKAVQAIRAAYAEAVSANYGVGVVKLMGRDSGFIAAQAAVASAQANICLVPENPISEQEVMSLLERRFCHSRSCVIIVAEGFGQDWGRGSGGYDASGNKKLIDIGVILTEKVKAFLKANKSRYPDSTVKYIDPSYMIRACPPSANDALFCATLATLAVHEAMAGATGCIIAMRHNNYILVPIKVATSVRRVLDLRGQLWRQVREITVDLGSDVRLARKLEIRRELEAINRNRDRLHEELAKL
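Compounds were pin-transferred as a titration series up to 57 uM into substrate buffer (0.5 mM F6P, 0.1 mM ATP, pH 8.0), then 1.25 nM PFK was added and reactions ran 45 min before ADP-Glo detection.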
Rab9 prom act – Rab9 promoter activation. Huh7 Rab9 promoter-luciferase reporter, luminescence, 24 h. Potency, µM (series often up to 9.22 µM), inactives show top-dose activation, negative = inhibition, most hits filed as activators. 320,000 compounds, 2.8% hits. AID 485297; note: potency is the fitted concentration of half-maximal effect; % of control where 0% means no effect; nearly all actives have a fitted effect of over 60% in size
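Using Huh7 cells stably transfected with Rab9 promoter–luciferase, compounds were incubated 24 h at 37 °C, 5% CO2; luciferase luminescence was read 10 min after reagent addition.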
FLuc modulator – counter-screen for miR-21 project: firefly luciferase inhibitors or activators; P08659; purified FLuc, Km substrates, luminescence inhibition; Potency, µM (top dose mostly 57.5 µM), inactives show at the highest dose activity change, negative = inhibition, actives largely listed as inhibitors; 360,000 compounds, 6.9% hits;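 note: potency is the fitted concentration of half-maximal effect; plate controls were vehicle for no effect and reference inhibitor for full effect; nearly all actives have a fitted effect of over 55% in size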
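Purified P. pyralis luciferase, 10 nM final, with Km-level 10 uM D-luciferin and 10 uM ATP in 50 mM Tris acetate pH 7.5, 10 mM Mg acetate, 0.01% Tween-20, 0.05% BSA; 6-point qHTS titration about 60 µM downward; luminescence read.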
NPC1 promoter act – activates the NPC1 promoter; Huh7 NPC1 promoter luciferase reporter, 24 h; 320,000 compounds, 2.4% hits; Potency, µM (titrated, usually from 9.22 µM), without a hit: at the top dose activation, hits mostly activators;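 note: potency is the fitted concentration of half-maximal effect; % of control where 0% means no effect; nearly all actives have a fitted effect of over 60% in size; reporter is driven by a mutant NPC1 promoter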
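Stably transfected Huh7 (NPC1 promoter→luciferase), 1500 cells/well in Opti-MEM + 10% FBS, 2 h settle, then compound 24 h at 37 °C. Luminescence after 10 min with Amplite reagent.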
Gal4-VP16 FLuc – inhibits Gal4-VP16 luciferase reporter, ROR gamma counter-screen; AID 2546; 310,000 compounds, 3.5% hits; Drosophila S2 Gal4-VP16 UAS-luciferase, luminescence, 20 h; Potency, µM (series often up to 53.6 µM), for inactives: at the top dose activity, negative = inhibition, most hits filed as inhibitors;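 note: Gal4-VP16 expression switched on by copper sulfate through the metallothionein promoter; potency is the fitted concentration of half-maximal effect; % is set by controls: 0 for no effect and ±100 for the full control effect; nearly all actives have a fitted effect of over 50% in size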
uPA surface inh – cell surface uPA generation inhibition; cell surface uPA generation assay, qHTS; Potency, µM (top dose mostly 38.3 µM), for the others: top-dose activity change, negative = inhibition, most hits filed as inhibitors; 330,000 compounds, 0.31% hits; active = well fitted inhibition curve with a large enough effect; inconclusive = small, poorly fitted or top-dose-only effect; inactive = no such curve, though single readings can be large or run the other way; tested in mouse RAW 264.7 cells; note: potency is the fitted concentration of half-maximal effect; % is set by controls: 0 for no effect and ±100 for the full control effect; nearly all actives have a fitted effect of over 55% in size
* = called active by the depositor; [ ] = dose if it differs, or a comment. Unless noted, calls come from the whole dose curve; as a rule, active = well fitted curve in the direction sought with a large enough effect; inconclusive = small, poorly fitted or top-dose-only effect, or another doubt; inactive = no such curve, though single readings can be large; an effect the other way counts as inactive or inconclusive.

Results for COc1ccccc1C(=O)C1CCCN(C(=O)c2cccnc2SC)C1 (stereo unspecified) ?
RORgamma inh: 9.3%; ELG1 genotox: -3.6%; KCNH2 3.1 block: -4.4; FBPA coupling cs: -0.7; Giardia killer: 2.7; Tb PFK inh: -1.1%; Rab9 prom act: 10.8%; FLuc modulator: 4.4%; NPC1 promoter act: 0.8%; Gal4-VP16 FLuc: 2.1%; uPA surface inh: -4.3%

Results for CCC(C)NC(=O)c1cccc(C)c1 (stereo unspecified) ?
RORgamma inh: 11.1%; ELG1 genotox: 0.0%; KCNH2 3.1 block: 20.0; FBPA coupling cs: 1.9; Giardia killer: -3.2; Tb PFK inh: -2.3%; Rab9 prom act: -5.9%; FLuc modulator: 2.1%; NPC1 promoter act: -6.1%; Gal4-VP16 FLuc: 2.1%; uPA surface inh: 2.1%

How did Cc1cccc(C(=O)NCC(=O)OCC(=O)N(C)CC(=O)Nc2ccccc2Cl)c1 do in these assays?
ELG1 genotox: 0.1%; KCNH2 3.1 block: 33.2; Giardia killer: 15.9; Tb PFK inh: -1.2%; Rab9 prom act: 0.7%; FLuc modulator: 5.5%; NPC1 promoter act: 1.7%; uPA surface inh: -10.5%

Results for COc1ccc(OC)c(S(=O)(=O)N2c3cc(F)ccc3CCC2C)c1 (stereo unspecified) ?
RORgamma inh: inconclusive; KCNH2 3.1 block: -4.8; FBPA coupling cs: -7.0; Giardia killer: 3.4; FLuc modulator: 9.2%; Gal4-VP16 FLuc: 3.6%; uPA surface inh: -1.4%

What do the screens show for `COc1cccc(/C=N/N2C(=O)C3C4c5ccccc5C(c5ccccc54)C3C2=O)c1OC` (stereo unspecified)?
RORgamma inh: 3.4%; ELG1 genotox: -6.0%; FBPA coupling cs: 0.2; Tb PFK inh: -1.0%; Rab9 prom act: 5.2%; FLuc modulator: 1.1%; NPC1 promoter act: -5.6%; Gal4-VP16 FLuc: -3.2%

Results for O=C(NCc1ccc2c(c1)OCO2)C(=O)Nc1ccccc1 ?
RORgamma inh: 42.9%; ELG1 genotox: inconclusive; KCNH2 3.1 block: -1.9; FBPA coupling cs: -0.6; Giardia killer: -25.2; Tb PFK inh: 2.2%; Rab9 prom act: inconclusive; FLuc modulator: 4.2%; NPC1 promoter act: 15.2%; Gal4-VP16 FLuc: 1.6%; uPA surface inh: 0.1%

How did COc1ccc(CSc2nc(C)cc(C)c2S(C)(=O)=O)cc1 do in these assays?
RORgamma inh: 18.7%; ELG1 genotox: -2.0%; KCNH2 3.1 block: 13.6; FBPA coupling cs: -0.3; Giardia killer: 3.8; Tb PFK inh: -1.6%; Rab9 prom act: -4.1%; FLuc modulator: -4.1%; NPC1 promoter act: -3.8%; Gal4-VP16 FLuc: -5.3%; uPA surface inh: -4.0%

Results for CCOc1ccc(N(CC(=O)NCc2ccc(OC)cc2)S(C)(=O)=O)cc1 ?
RORgamma inh: 42.6%; ELG1 genotox: 29.4%; KCNH2 3.1 block: -77.0*; FBPA coupling cs: 1.2; Giardia killer: 16.1; Tb PFK inh: 1.1%; Rab9 prom act: inconclusive; FLuc modulator: inconclusive; NPC1 promoter act: inconclusive; Gal4-VP16 FLuc: 3.1%; uPA surface inh: 2.3%

Results for Cc1cc(NC(=O)c2cccs2)ncc1NC(=O)C(C)C ?
RORgamma inh: inconclusive; ELG1 genotox: -3.0%; KCNH2 3.1 block: -1.3; FBPA coupling cs: 0.0; Giardia killer: -0.4; Tb PFK inh: -9.1%; Rab9 prom act: 2.24µM*; FLuc modulator: 15.1µM*; NPC1 promoter act: 1.78µM*; Gal4-VP16 FLuc: -20.0%; uPA surface inh: 0.4%

What do the screens show for `O=C(/C=C\c1ccco1)NC(=S)Nc1ccccc1O`?
RORgamma inh: 22.4µM*; ELG1 genotox: 7.4%; KCNH2 3.1 block: 8.4; FBPA coupling cs: -1.0; Giardia killer: -8.9; Tb PFK inh: 1.5%; Rab9 prom act: 3.16µM*; FLuc modulator: inconclusive; NPC1 promoter act: inconclusive; Gal4-VP16 FLuc: inconclusive; uPA surface inh: -0.6%

Results for O=C(COC(=O)c1cc([N+](=O)[O-])ccc1N1CCOCC1)Nc1cccc(F)c1 ?
RORgamma inh: 15.0%; ELG1 genotox: -6.4%; KCNH2 3.1 block: 10.2; Giardia killer: 36.3[activator]; Tb PFK inh: -3.3%; Rab9 prom act: -11.0%; FLuc modulator: 2.6%; NPC1 promoter act: -4.0%; Gal4-VP16 FLuc: -8.8%; uPA surface inh: 9.5%

Results for CCOc1cc(S(=O)(=O)NCC2OCCc3ccccc32)c(OCC)cc1-n1cnnn1 (stereo unspecified) ?
RORgamma inh: -17.8%[10 µM]; ELG1 genotox: 0.0%; KCNH2 3.1 block: 14.3; FBPA coupling cs: 0.7; Giardia killer: 2.5; Tb PFK inh: 0.4%; Rab9 prom act: -2.5%; FLuc modulator: -0.4%; NPC1 promoter act: -0.8%; Gal4-VP16 FLuc: 3.7%; uPA surface inh: -6.0%

What do the screens show for `Cc1ccc(CSCC(=O)NCc2ccco2)cc1`?
RORgamma inh: 10.7%; ELG1 genotox: -0.3%; KCNH2 3.1 block: 0.7; FBPA coupling cs: 2.1; Giardia killer: -8.4; Tb PFK inh: -10.8%; Rab9 prom act: -0.4%; FLuc modulator: 4.5%; NPC1 promoter act: -0.1%; Gal4-VP16 FLuc: -0.7%[10 µM]; uPA surface inh: 4.5%

How did CC(=O)N(c1ccc2oc(=O)sc2c1)S(=O)(=O)c1cccs1 do in these assays?
RORgamma inh: -10.0%; ELG1 genotox: 0.2%; KCNH2 3.1 block: -0.1; FBPA coupling cs: 0.7; Giardia killer: -8.1; Tb PFK inh: 29.4%; Rab9 prom act: 2.4%; FLuc modulator: 1.9%; NPC1 promoter act: 0.4%; Gal4-VP16 FLuc: -1.1%; uPA surface inh: 1.5%

How did CCOC(=O)C1(CCOC)CCN(Cc2ccc(C(=O)OC)cc2)CC1 do in these assays?
RORgamma inh: 7.08µM*; ELG1 genotox: inconclusive; KCNH2 3.1 block: 6.3; FBPA coupling cs: -7.0; Giardia killer: -15.5; Tb PFK inh: -1.3%; Rab9 prom act: -0.3%; FLuc modulator: inconclusive; NPC1 promoter act: -1.7%; Gal4-VP16 FLuc: inconclusive; uPA surface inh: 1.8%

How did Cc1cc(C)c2nc(N3CCCC(C(=O)NCCCN4CCOCC4)C3)sc2c1 (stereo unspecified) do in these assays?
RORgamma inh: 30.5%; ELG1 genotox: 15.4%; KCNH2 3.1 block: 5.2; FBPA coupling cs: 1.7; Giardia killer: 8.7; Tb PFK inh: 0.9%; Rab9 prom act: inconclusive; FLuc modulator: inconclusive; NPC1 promoter act: 23.3%; Gal4-VP16 FLuc: 2.4%; uPA surface inh: -2.1%

Results for COC(=O)CCc1nc2cc(Cl)ccc2n(Cc2ccccc2)c1=O ?
RORgamma inh: 2.9%; ELG1 genotox: -1.7%; KCNH2 3.1 block: -7.5; FBPA coupling cs: 3.4; Giardia killer: -6.6; Tb PFK inh: 1.8%; Rab9 prom act: -2.4%; FLuc modulator: 5.6%; NPC1 promoter act: -3.4%; Gal4-VP16 FLuc: -2.2%; uPA surface inh: -8.0%

Results for COc1ccc2c(c1)CCc1c(C(=O)NC3CCCCC3)noc1-2 ?
RORgamma inh: inconclusive; ELG1 genotox: inconclusive; KCNH2 3.1 block: -31.2; FBPA coupling cs: 0.0; Giardia killer: -14.0; Tb PFK inh: -11.8%; Rab9 prom act: 1.12µM*; FLuc modulator: 1.35µM*; NPC1 promoter act: 1.41µM*; Gal4-VP16 FLuc: inconclusive

Results for CCCCN(CC)CCCNC(=O)Cn1nc(Cc2ccncc2)c2ccccc2c1=O ?
RORgamma inh: 1.2%; ELG1 genotox: 3.9%; KCNH2 3.1 block: -1.0; FBPA coupling cs: 1.1; Giardia killer: -1.4; Tb PFK inh: 0.4%; Rab9 prom act: -2.8%; FLuc modulator: 1.2%; NPC1 promoter act: 1.6%; Gal4-VP16 FLuc: 0.0%; uPA surface inh: 6.9%

Results for Fc1ccccc1-c1n[nH]c(=S)n1C1CC1 ?
RORgamma inh: 10µM*; ELG1 genotox: 5.4%; FBPA coupling cs: 1.2; Tb PFK inh: -9.7%; Rab9 prom act: -0.6%; FLuc modulator: 5.4%; NPC1 promoter act: -6.5%; Gal4-VP16 FLuc: inconclusive

What do the screens show for `Cc1ccc(N(Cc2cc3ccc(C)cc3[nH]c2=O)C(=O)c2cccs2)cc1`?
RORgamma inh: 7.6%; ELG1 genotox: -2.2%; KCNH2 3.1 block: -12.9; FBPA coupling cs: -0.1; Giardia killer: 33.7[activator]; Tb PFK inh: 1.4%; Rab9 prom act: -10.4%; FLuc modulator: 2.8%; NPC1 promoter act: -6.7%; Gal4-VP16 FLuc: -8.0%; uPA surface inh: 1.3%

How did COc1ccc(N2CC(C(=O)N3CCCC(C)C3)CC2=O)cc1 (stereo unspecified) do in these assays?
ELG1 genotox: -2.7%; KCNH2 3.1 block: 11.6; FBPA coupling cs: 0.0; Giardia killer: 27.5; Tb PFK inh: -12.5%; Rab9 prom act: -0.3%; FLuc modulator: 3.0%; NPC1 promoter act: 1.1%; uPA surface inh: 1.1%

Hits appear at their usual frequency; overall some 14% were active at least once.
